# Compound activity from PubChem.
# NPSR antag – neuropeptide S receptor (human) antagonism, cAMP; Q6W5P4; CHO-NPSR cells, cAMP TR-FRET, antagonist mode; Potency, µM (highest dose often 38.3 µM), for inactives: top-dose activity change, negative = inhibition, most hits filed as inhibitors; 220,000 compounds, 1% hits; AID 1461; further: potency means the concentration at half of the fitted maximal effect; on the % scale 0 is the no-effect control and ±100 the full control effect; nearly all actives have a fitted effect of over 50% in size; many of its hits are not listed in these tables
# Target sequence (Q6W5P4 whole entry, looked up): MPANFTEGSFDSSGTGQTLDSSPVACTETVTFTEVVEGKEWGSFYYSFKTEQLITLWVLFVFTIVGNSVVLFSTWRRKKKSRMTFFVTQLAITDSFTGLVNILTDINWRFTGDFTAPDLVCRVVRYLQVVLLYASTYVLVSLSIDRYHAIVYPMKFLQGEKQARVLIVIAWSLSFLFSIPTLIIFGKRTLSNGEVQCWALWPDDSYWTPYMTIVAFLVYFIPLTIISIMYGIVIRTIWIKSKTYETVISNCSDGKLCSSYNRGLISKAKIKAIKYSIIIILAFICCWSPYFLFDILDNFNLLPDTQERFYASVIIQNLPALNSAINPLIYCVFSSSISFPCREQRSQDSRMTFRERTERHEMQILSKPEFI
# CBFb-RUNX1 inh – CBF-beta/RUNX1 interaction disruption; Q01196+Q13951; AlphaScreen CBFb-His/RUNX1-biotin binding, biochemical; Potency, µM (series often up to 59.8 µM), inactives show at the top dose activity, negative = inhibition, hits mostly inhibitors; 230,000 tested, under 10 active; AID 1477; further: % of control where 0% means no effect
#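 Room-temperature protein-protein interaction test with 30 nM each of His-tagged CBF-beta and biotinylated RUNX1, 15 min with compound, then 90 min with nickel plus streptavidin beads. Signal read in AlphaScreen mode.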
# Epigenetic derep – derepresses silenced GFP reporter in murine cells; murine LDR cells, GFP reporter derepression, 30 h; Potency, µM (highest dose often 53.9 µM), for inactives: at the highest dose GFP activation, usual class: activators; 280,000 compounds, 0.2% hits; AID 1865; further: potency means the concentration at half of the fitted maximal effect; % of control where 0% means no effect; nearly all actives have a fitted effect of over 60% in size
#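 GFP-positive cell count by laser-scanning cytometry (objects 20–120 um) after 30 h, 37 C compound exposure of murine LDR cells; reporter is CMV-GFP integrated at a silenced locus, inducible by HDAC or DNMT inhibitors.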
# GLA spleen mod – alpha-galactosidase A (human) modulation; P06280; human spleen homogenate, 4MU-alpha-Gal fluorescence, 40 min; Potency, µM (doses to about 80 µM), without a hit: at the highest dose activity change, negative = inhibition, most hits filed as inhibitors; 240,000 compounds, 0.008% hits; AID 2107;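 further: potency means the concentration at half of the fitted maximal effect; 0% = enzyme with vehicle and -100% = no enzyme basal signal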
# Target sequence (P06280 32-429 limits assumed): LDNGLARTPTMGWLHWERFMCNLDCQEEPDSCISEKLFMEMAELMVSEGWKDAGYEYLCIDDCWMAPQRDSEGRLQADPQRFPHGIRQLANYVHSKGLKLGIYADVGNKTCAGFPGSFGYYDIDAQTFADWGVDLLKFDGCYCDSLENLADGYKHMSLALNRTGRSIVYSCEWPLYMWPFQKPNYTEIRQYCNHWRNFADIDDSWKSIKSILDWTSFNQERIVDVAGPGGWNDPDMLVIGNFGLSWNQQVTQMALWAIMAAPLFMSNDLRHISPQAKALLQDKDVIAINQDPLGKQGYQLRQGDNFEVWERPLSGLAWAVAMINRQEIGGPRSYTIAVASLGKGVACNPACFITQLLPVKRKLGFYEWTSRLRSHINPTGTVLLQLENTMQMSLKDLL
#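 Fluorogenic readout (Ex 365/Em 440 nm) of 4-methylumbelliferone released from 1 mM 4-MU-alpha-galactoside by spleen homogenate, 40 min at 37C, pH 5.0. Data normalized to no-enzyme and enzyme controls; Hill-equation AC50 from compound titrations.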
# LMNA splice mod – modulators of lamin A splicing; HeLa LMNA splicing GFP/RFP minigene ratio, 48 h; Potency, µM (top dose mostly 46.1 µM), without a hit: at the top dose ratio change, negative = inhibition, hits mostly inhibitors; 200,000 compounds, 0.01% hits; AID 1487; active means well fitted inhibition curve with a large enough effect in the signal ratio, with a control signal flat, not every such curve was filed as active; inconclusive means small, poorly fitted or top-dose-only effect, or effect the other way, or a change in a side signal; the % refers to the signal ratio; further: potency means the concentration at half of the fitted maximal effect; on the % scale 0 is the no-effect control and ±100 the full control effect
#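 S3 HeLa cells stably expressing lamin A-EGFP splicing minigene plus DsRed2, 600 cells/well, 48 h compound exposure at 37C. Laser-scanning cytometry; analysed as GFP (500-530 nm)/RFP (575-640 nm) total intensity ratio; 0.5% DMSO vehicle.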
# Luc counter – blocks Kinase-Glo luciferase, a counter-screen artifact; AID 1379; 200,000 compounds, 0.28% hits; Potency, µM (series often up to 38.3 µM), for the others: top-dose activity change, negative = inhibition, actives largely listed as inhibitors; Kinase-Glo luciferase, ATP luminescence, 8 min; further: potency means the concentration at half of the fitted maximal effect; on the % scale 0 is the no-effect control and ±100 the full control effect; nearly all actives have a fitted effect of over 60% in size
#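 Recombinant Kinase-Glo luciferase, 10 uM ATP (linear range), luciferin; imidazole pH 7.2 / KCl / MgCl2 / Tween / BSA buffer; 8 min RT; luminescence.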
# IMPase Li cell – cell-permeable IMPase inhibitors with lithium potentiation. 210,000 compounds, 0.35% hits. Potency, µM (top dose mostly 59.4 µM), inactives show at the top dose activity, negative = IMPase inhibition, actives largely listed as inhibitors. CHO-M1 cells, IP1 TR-FRET (IP-One), carbachol + lithium. AID 1457;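 further: IP1 builds up when IMPase is blocked and the TR-FRET signal falls; potency means the concentration at half of the fitted maximal effect; plate controls were basal vehicle for no effect and high inhibitor control for full effect; nearly all actives have a fitted effect of over 50% in size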
#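 Test compounds were applied to CHO-M1 cells previously cultured for 16–30 h at 2000 per well. A small lithium amount accompanied them; after 30 min at 37C, IP1 was quantified by TR-FRET.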
# An asterisk follows results filed as active; ? = inconclusive; · = no result given; & = joins results of further samples; [ ] = dose if it differs, or a comment. Unless noted, the call rests on the fitted dose curve; in most records, active means well fitted curve in the direction sought with a large enough effect; inconclusive means small, poorly fitted or top-dose-only effect, or another doubt; inactive means no such curve, though single readings can be large; an effect the other way counts as inactive or inconclusive. These rows are one share of the data; the hit share may differ from the screen's.
Structure	NPSR antag	CBFb-RUNX1 inh	Epigenetic derep	GLA spleen mod	LMNA splice mod	Luc counter	IMPase Li cell
CC(Sc1nc(N)cc(=O)[nH]1)C(=O)Nc1sc2c(c1C#N)CCCC2 (configuration not stated)	-3%	-9%	0.0%	-1%	·	0%	12%
CN(C)c1ccc(NC(=S)NC(=O)/C=C/c2ccc(Cl)cc2)cc1	-12%[46.1 µM]	-4%	-0.9%	-2%	-3%	2%	-9%
O=C(NCCc1ccccc1F)C1CCCN1S(=O)(=O)c1ccccc1 (configuration not stated)	2%[46.1 µM]	1%	-0.3%	13%	?	-1%	17%[38.3 µM]
COc1ccccc1NS(=O)(=O)c1ccc(N/N=C/C=C/c2ccccc2[N+](=O)[O-])c([N+](=O)[O-])c1	-9%	8%	-4.7%	0%	27%[46 µM]	-3%	9%
CC(C)NS(=O)(=O)c1ccc(NC(=O)C(C)Oc2ccc(C(=O)c3ccccc3)cc2)cc1 (configuration not stated)	-39%	-8%	1.0%	-13%	?	0%	2%
O=C(NCCCN1CCOCC1)C(=O)N/N=C/c1c(Cl)cccc1Cl	8%	5%	3.2%	-5%	?	-2%	5%
Cc1c(Cl)cnn1CC(=O)NC1C(=O)N2C(C(=O)O)=C(CSc3nnnn3C)CSC12 (configuration not stated)	8%	-17%	-2.1%	-4%	·	-2%	-7%
Cc1ccccc1C1C2=C(Nc3[nH]n(-c4ccccc4)c(=O)c31)c1ccccc1C2=O (configuration not stated)	-44%	?	-1.9%	-3%	?	-7%	7%
COc1ccccc1N1CCN(c2ccc(-c3ccccc3)nn2)CC1	21%[46.1 µM]	3%	-1.0%	1%	3%	8.9µM*	15%[38.3 µM]
Cc1ccc(N(CC(=O)N/N=C/c2ccc(OCC(N)=O)cc2)S(C)(=O)=O)cc1Cl	-4%	5%	9.8%	2%	·	-4%	12%
Cc1occc1C(=O)NNC(=O)c1ccccc1Br	2%	6%	0.1%	-1%	-14%	-16%	-1%
CCOP(=O)(OCC)C(NC(=O)c1ccc(OC)c(OC)c1)c1ccccc1 (configuration not stated)	15%	-1%	1.1%	-7%	·	·	2%
COc1cccc(CNC(=O)CN2C(=O)CC(c3ccccc3)=Nc3ccccc32)c1	17%	1%	2.9%	-1%	·	-3%	0%
COc1cc(C(=O)NC(=S)NNC(=O)c2ccc3c(c2)OCO3)cc(OC)c1OC	-3%	-22%	-1.2%	0%	·	·	·
Clc1ccc(OCCn2cnc3ccccc32)cc1	7%[46.1 µM]	2%	-1.0%	3%	?	0%	19%[38.3 µM]
Cc1ccc(S(=O)(=O)N2CCCC2C(=O)Nc2nc3c(s2)CCCC3)cc1 (configuration not stated)	19%[46.1 µM]	-1%	0.0%	6%	?	0%	10%
Cc1ccc(NC(=O)Cc2ccc(Cl)c(Cl)c2)cc1S(=O)(=O)N(C)C	-19%	17%	0.0%	-8%	?	-1%	11%
O=C(CN1CCCCC1)N1c2ccccc2CCc2ccccc21	-4%[46.1 µM]	-2%	0.8%	0%	-1%	-6%	34%[activator][38.3 µM]
CCN1CCN(Cc2nc3c(c(=O)n(C)c(=O)n3C)n2Cc2ccccc2Cl)CC1	-1%[46.1 µM]	-8%	0.0%	8%	2%	3%	3%[38.3 µM]
CCOC(=O)c1ccc(N/C=C/C(=O)c2ccc(OC)cc2)cc1	-4%[46.1 µM]	1%	1.1%	-4%	1%	-6%	5%[38.3 µM]
Cc1cc(N2CCN(C)CC2)nc2ccc(NC(=S)N3CCN(c4cccc(Cl)c4)CC3)cc12	-9%	8%	-2.5%	-9%	·	-2%	?
CN(C)c1ncc2nc(-c3cc(F)cc(F)c3)c(=O)n(C3CC3)c2n1	·	·	·	?	13%	·	-1%
O=C(O)CC(c1cccc([N+](=O)[O-])c1)N1Cc2ccccc2C1=O (configuration not stated)	-7%	1%	7.2%	2%	·	·	-7%
Cc1ccc(C(=O)COC(=O)c2cnccn2)cc1	2%[46.1 µM]	-4%	-1.0%	5%	-3%	-5%	-2%[38.3 µM]
O=C(CN1C(=O)NC2(CCCCC2)C1=O)NCc1ccc2c(c1)OCO2	8%	-9%	1.0%	-6%	·	2%	-2%
COc1ccc(-n2nnnc2-c2cnc(N3CCCC3)nc2C(F)(F)F)cc1	-25%[46.1 µM]	10%	-2.3%	5%	16%	-2%	-7%[38.3 µM]
Cc1nc(NC2=NCN(Cc3cccnc3)CN2)nc2c(C)cccc12	5%[46.1 µM]	10%	-1.0%	-11%	-7%	1%	-9%[38.3 µM]
O=c1ccc(Cl)n[nH]1	15%	19%	0.0%	6%	·	·	·
FC(F)(F)c1cc(Oc2ccc(Cl)cc2)nc(-c2ccccn2)n1	-1%[46.1 µM]	1%	1.7%	-2%	-5%	-5%	-18%[38.3 µM]
CCC(=O)NCCNC(=O)c1c(SC)nsc1SC	2%[46.1 µM]	6%	-1.4%	-6%	4%	-5%	2%[38.3 µM]

# Profiles from above.
# CCC(=O)NCCNC(=O)c1c(SC)nsc1SC is listed as NPSR antag: 2%[46.1 µM]; CBFb-RUNX1 inh: 6%; Epigenetic derep: -1.4%; GLA spleen mod: -6%; LMNA splice mod: 4%; Luc counter: -5%; IMPase Li cell: 2%[38.3 µM]
# Cc1occc1C(=O)NNC(=O)c1ccccc1Br is listed as NPSR antag: 2%; CBFb-RUNX1 inh: 6%; Epigenetic derep: 0.1%; GLA spleen mod: -1%; LMNA splice mod: -14%; Luc counter: -16%; IMPase Li cell: -1%

# Other compounds.
Structure	NPSR antag	CBFb-RUNX1 inh	Epigenetic derep	GLA spleen mod	LMNA splice mod	Luc counter	IMPase Li cell
CCc1c(C)sc(NC(=S)N2CC(C)OC(C)C2)c1C(=O)OC (configuration not stated)	49%	0%	1.5%	1%	?	1%	-3%
CCOC(=O)c1ccc(NC(=O)CN2C(=O)NC3(CCCCCC3)C2=O)cc1	-2%	10%	-2.2%	-12%	?	1%	-3%
N#CN(Cc1ccccc1)Cc1ccccc1	8%	10%	-4.7%	3%	·	·	·
NS(=O)(=O)c1cccc(NC(=O)c2cc3ccccc3o2)c1	13%	9%	-3.9%	-4%	-18%[46 µM]	-20%	7%
O=C(Cc1ccc(Br)cc1)N/N=C/c1ccc(-c2cccc(C(=O)O)c2)o1	4%[7.67 µM]	-3%	-1.4%	2%	·	·	·
CN(C)C(=O)COc1ncnc2scc(-c3ccc(F)cc3)c12	5%	-9%	-1.1%	-6%	·	0%	-24%
CC(C)CCNc1nc2c(c(=O)n(Cc3cccc(F)c3)c(=O)n2C)n1C	-23%[46.1 µM]	-15%	-1.8%	14%	?	0%	0%[38.3 µM]
CCOC(=O)c1c(-c2ccc(OC)cc2)csc1NC(=O)CNCc1ccco1	?	-3%	0.0%	6%	-5%	-3%	27%[38.3 µM]
CC(C)C(OC(=O)c1ccccc1)c1nccc2ccccc12 (configuration not stated)	-17%	18%	0.7%	-6%	·	·	·
O=C(c1cc([N+](=O)[O-])ccc1N1CCOCC1)N1CCCC1	9%	-5%	-1.3%	-12%	6%	2%	-6%
O=S(=O)(Nc1cccc(-c2cn3ccsc3n2)c1)c1ccc(F)cc1	-15%[46.1 µM]	-5%	1.0%	5%	?	0%	15%[38.3 µM]
Cn1c(CC(=O)NC(C)(C)CO)c(Sc2ccccc2)c2ccccc21	-12%	-5%	0.0%	-12%	?	-1%	2%
Cc1cc(OC(=O)c2c(F)cc(F)cc2F)nc(C)n1	22%	-2%	1.2%	-1%	20%[46 µM]	7%	-8%
CNC(=O)[C@@H]1C[C@H]1[C@@H](NC(=O)CNC(=O)OCc1ccccc1)c1ccccc1	·	5%	1.3%	-4%	·	-2%	-1%
CCOc1ccc(-c2cc(C(=O)NN)[nH]n2)cc1	10%	-2%	-1.1%	9%	-19%	1%	2%
O=[N+]([O-])c1cc(Cl)ccc1N1CCCC1	-5%	-24%	-5.7%	3%	2%[46 µM]	-6%	-5%
CCCCN(C(=S)SC)C1CCS(=O)(=O)C1 (configuration not stated)	21%	-2%	0.5%	-3%	·	·	·
COc1cc(OC)cc(C(=O)NNC(=O)c2ccccc2Br)c1	1%[46.1 µM]	5%	0.0%	-3%	-4%	3%	-4%
CC(C)CC(=O)c1c[nH]c(C(=O)NCCCn2ccnc2)c1	7%[46.1 µM]	?	-0.9%	1%	-8%	3%	-7%
CC(C)N(C(=O)CSc1nnc(CNc2ccc(F)cc2)o1)C(C)C	-5%[46.1 µM]	-9%	-0.8%	13%	-11%	4%	-1%
COc1cc(S(C)=O)ccc1-c1nc2ncccc2[nH]1 (configuration not stated)	·	3%	1.3%	26%	?	-5%	12%&0%
COc1ccccc1-c1ccc(NC2CCCCC2)nn1	-15%[46.1 µM]	-7%	0.0%	1%	-15%	-3%	13%
O=[N+]([O-])c1cccc(S(=O)(=O)c2ccc(NCCO)c([N+](=O)[O-])c2)c1	9%	-11%	-1.3%	-5%	·	1%	32%[activator]
Cc1cc2ccccc2c(=O)n1CC(=O)NCCC1=CCCCC1	-3%	3%	-1.1%	2%	?	-5%	13%
O=C(COC(=O)c1ccc(Cl)nc1)Nc1ccc(S(=O)(=O)N2CCCC2)cc1	-7%[46.1 µM]	0%	-0.9%	0%	-4%	·	·
CCN(CC)c1nc(-c2ccccc2)nc2c1sc(=S)n2CC	-40%	3%	6.0%	-3%	·	1%	3%
O=c1oc(-c2ccccc2NS(=O)(=O)c2ccc3ccccc3c2)nc2ccccc12	-3%[46.1 µM]	-6%	1.0%	3%	?	0%	3%
CCOc1ccccc1C(=O)NN1C(=O)C2CCCCC2C1=O (configuration not stated)	5%	12%	3.9%	4%	-9%	0%	-13%
CCOc1ccc(C2NC(=S)NC3=C2CCc2ccccc23)cc1 (configuration not stated)	?	-28%	-2.3%	10%	·	·	·
Cc1cccc2cc(CN(Cc3cccs3)C3(c4nnnn4C4CCCC4)CCCC3)c(=O)[nH]c12	?	1%	-1.6%	-23%	9%	2%	-5%[38.3 µM]
Cc1cccc(C(=O)Nc2ccc(O)c3c(=O)cc(-c4ccccc4Cl)oc23)c1	-7%	3%	2.7%	-9%&-5%	13%	-2%	10%
